RAD52 anneal inh – inhibitors of human RAD52 DNA annealing; P43351; recombinant RAD52 DNA annealing, FRET fluorescence; inhibition, % at 18.7 µM; hit rate 0.46% among 360,000;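 active means every replicate showing at least 50% inhibition; inconclusive means mean inhibition at least 50% but not in every replicate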
Target sequence (P43351 whole entry, looked up): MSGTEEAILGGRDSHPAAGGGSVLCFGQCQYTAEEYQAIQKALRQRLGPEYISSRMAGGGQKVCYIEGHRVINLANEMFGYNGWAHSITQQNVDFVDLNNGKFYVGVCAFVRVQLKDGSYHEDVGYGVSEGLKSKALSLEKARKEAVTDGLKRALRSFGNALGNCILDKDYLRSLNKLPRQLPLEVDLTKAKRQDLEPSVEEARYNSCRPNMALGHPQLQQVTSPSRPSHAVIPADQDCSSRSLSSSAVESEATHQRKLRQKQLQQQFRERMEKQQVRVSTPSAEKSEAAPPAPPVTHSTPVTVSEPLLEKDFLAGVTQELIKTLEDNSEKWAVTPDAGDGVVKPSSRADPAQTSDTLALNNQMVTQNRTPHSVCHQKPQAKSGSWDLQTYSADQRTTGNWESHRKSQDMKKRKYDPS
PglD inh – blocks C. jejuni PglD acetyltransferase activity | purified PglD enzyme, DTNB colorimetric CoA detection | hit rate 0.098% among 360,000 | inhibition, % at 12.5 µM; in the data active means inhibition above about 16%, passing the limit was not always enough; inconclusive means no clear call, values can overlap the other calls; further: strong numbers were not always called active
E-sel inducer – induces E-selectin expression in human endothelial cells. P16581. HUVEC E-selectin immunofluorescence imaging; normalized: neutral wells 0, TNF-alpha wells 100. activation, % at 7.58 µM. hit rate 0.37% among 260,000. AID 686992;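 active means mean E-selectin-positive cell signal at least 10% of the positive control, reached in at least 60% of replicates, without over 20% cell loss; inconclusive means no rule given, readout overlaps actives, possibly toxicity-flagged; inactive means the rest, including those meeting only one limit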;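 further: in these data hits start at about 27%; measured in HUVEC primary endothelial cells; signal is the percent of cells scored E-selectin positive by PE staining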
Target sequence (P16581 whole entry, looked up): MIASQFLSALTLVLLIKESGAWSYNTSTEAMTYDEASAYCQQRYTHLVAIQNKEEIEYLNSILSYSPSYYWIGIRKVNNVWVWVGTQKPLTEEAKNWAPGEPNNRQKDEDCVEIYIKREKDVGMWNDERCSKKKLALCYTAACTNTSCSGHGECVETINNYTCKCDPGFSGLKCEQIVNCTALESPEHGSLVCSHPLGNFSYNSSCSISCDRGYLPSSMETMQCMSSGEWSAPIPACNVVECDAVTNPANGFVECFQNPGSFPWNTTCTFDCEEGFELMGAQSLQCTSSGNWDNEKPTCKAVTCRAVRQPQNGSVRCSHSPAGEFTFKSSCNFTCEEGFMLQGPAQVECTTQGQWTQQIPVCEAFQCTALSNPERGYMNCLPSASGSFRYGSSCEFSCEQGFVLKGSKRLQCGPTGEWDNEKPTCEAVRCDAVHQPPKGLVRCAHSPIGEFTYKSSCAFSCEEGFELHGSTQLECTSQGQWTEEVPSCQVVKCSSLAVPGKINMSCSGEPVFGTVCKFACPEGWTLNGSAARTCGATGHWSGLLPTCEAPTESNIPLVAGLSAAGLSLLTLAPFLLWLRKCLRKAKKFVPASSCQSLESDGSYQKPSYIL
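assay system = HUVEC, human umbilical vein endothelial cells | input = 3,000 HUVEC seeded per well | medium = EGM-2 growth medium on 0.1% gelatin-coated wells | dosing = one compound dose added by pin transfer | signal = immunofluorescence imaging | read-out basis = % PE-positive cells | control set = TNF-alpha, DMSO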
ERAP1 inh – blocks human ERAP1 aminopeptidase activity; recombinant ERAP1, Leu-AMC fluorescence, 60 min; hit rate 0.15% among 340,000; inhibition, % at 10.7 µM; AID 652197; Q9NZ08;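 active means mean replicate inhibition of at least 30%, or all replicates individually reaching that 30% level; inactive means mean below 30% and not every replicate reaching it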;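 further: 0% = neutral control wells and 100% = L-leucinethiol positive control wells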
miR122 inh – miR-122 inhibition in Huh7 cells | Huh7 miR-122 Renilla luciferase sensor, 48 h; neutral wells = 0, positive control = 100 | activation (reporter increase), % at 12.5 µM | hit rate 0.3% among 340,000 | AID 602342;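 active means mean replicate activation score at least 90 and every replicate individually at or above 90; inconclusive means only one of the two criteria met; inactive means neither criterion met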;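 further: higher luciferase means less miR-122 activity so hits act as miR-122 inhibitors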
Cneo AK release – causes C. neoformans cell lysis; lysis activity, % at 15 µM; adenylate kinase release luminescence, 4 h; normalised: neutral wells 0, clomiphene wells 100; hit rate 0.2% among 360,000; AID 651654;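 active means mean lysis activity across replicates of at least 80%, whatever share of replicates individually reach that level; inactive means mean lysis activity below 80%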
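Assay system: C. neoformans cells. Amount: yeast cell density of 5 × 10^6 cells/mL. Technique: AK luminescence. Buffer or medium: YPD. Times: static 4 h at 37 °C with compound, 1 h detection. Dosing: single-point compound dose. Read-out: lysis from increased AK signal.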
RAD54 inh – inhibitors of human RAD54 branch migration | hit rate 0.14% among 360,000 | inhibition, % at 10.4 µM | RAD54 Holliday junction branch migration, FAM/BHQ fluorescence | AID 602329;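 active means mean normalized replicate activity at least 40 and at least half of replicates scoring 40 or more; inconclusive means only one of the two criteria met; inactive means mean below 40 and under half of replicates reaching 40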;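 further: 0% = median of neutral control wells and 100% = median of positive control wells; inhibitors cause a drop in the FAM fluorescence signal; in these data hits start at about 50%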
PGC1a acetyl inh – modulators of PGC1a acetylation; hit rate 0.17% among 350,000; U2OS PGC1a acetylation, AlphaScreen anti-acetyl-lysine; with virally co-expressed GCN5 acetyltransferase; inhibition, % at 15.6 µM;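 active means every replicate shows inhibition of at least 40%; inconclusive means mean inhibition at least 40% but some replicate below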;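 further: 0% = neutral control wells and 100% = positive control wells; some results beyond the cut were filed as inactive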
Numbers without * were called inactive; ? = inconclusive; · = no result given; [ ] = another dose, or the depositor's remark.

SMILES	RAD52 anneal inh	PglD inh	E-sel inducer	ERAP1 inh	miR122 inh	Cneo AK release	RAD54 inh	PGC1a acetyl inh
COc1ccccc1CNC(=O)COC(=O)c1ccccc1SCC(=O)N1CCCC1	-3	-6	?	-4	-2	-2	0	1
Cc1ccc(C)c(NC(=O)CCN2CC(C)OC(C)C2)c1 (stereo not given)	·	-5	·	·	-8	1	-8	-6
COc1cc(CNc2ncnc3c2ncn3[C@H]2CN(Cc3ccncc3)C[C@@H](CO)O2)cc(OC)c1OC	-23	1	-0.2	-2	-8	1	-10	-4
CC(=O)c1c(C)[nH]c(C(=O)NCCc2ccc(Cl)cc2)c1C	-16	-1	1.7	17	4	3	0	·
O=C(CC1Oc2ccccc2NC1=O)NCCCN1CCCC1=O (stereo not given)	-15	-3	·	-2	-2	1	-5	-12
OCCCCNCc1ccc(OCc2ccc(Cl)cc2Cl)cc1	66*	-6	·	-2	2	10	20	-35
O=C(c1ccccc1F)N1C[C@H]2[C@@H](c3ccccc31)[C@@H](CO)N2C(=O)c1ccc(F)cc1	2	-4	0.1	1	471*[16.7 µM]	1	5	-4
C[C@H](CO)N1C[C@H](C)[C@H](CN(C)C(=O)c2ccncc2)Oc2cc(C#Cc3ccncc3)ccc2S1(=O)=O	-7	-2	0.2	0	3[16.7 µM]	1	0	13
Cc1nn2c(-c3ccncc3)ccnc2c1Cl	-15	4	2.6	-6	-4	2	15	6
CCCn1nnnc1NC(=O)c1ccc(C)cc1Cl	0	4	·	1	-5	-1	8	11

The list goes on (two carried over from the part before).
SMILES	RAD52 anneal inh	PglD inh	E-sel inducer	ERAP1 inh	miR122 inh	Cneo AK release	RAD54 inh	PGC1a acetyl inh
Cc1nn2c(-c3ccncc3)ccnc2c1Cl	-15	4	2.6	-6	-4	2	15	6
CCCn1nnnc1NC(=O)c1ccc(C)cc1Cl	0	4	·	1	-5	-1	8	11
Cc1ccccc1NC1=C(Cl)C(=O)OC1OC(C)C (stereo not given)	·	0	·	·	-1	-1	-29	-1
Nc1ccc(N2CCOCC2)c(S(=O)(=O)Nc2ccccc2Cl)c1	-15	7	·	2	4	0	-1	-6
CC1=CC2(CO)C(=O)[C@]3(CO3)[C@H]1[C@H]1[C@]2(C)C=C(CO)C(=O)[C@]12CO2	11	1	·	-3	·	-27	3	-28
COc1cc(C(=O)NNC(=O)COc2ccc(Br)cc2)ccc1OCC(=O)N1CCOCC1	-18	-5	-0.3	1	-1	10	4	2
CCCN(CC(=O)Nc1ccccc1C)C(=O)c1ccc2c(c1)S(=O)(=O)N=C1CCCCCN12	-13	0	1.3	0	30	17	-6	-1
CN(C)/C=C(/C(=O)c1ccc(Cl)cc1)S(=O)(=O)c1ccccc1	·	-3	·	·	2	1	1	7
CC12CCC(C(=O)Nc3cccnc3)(CC1=O)C2(C)C (stereo not given)	·	-2	·	·	4	14	1	-10
O=C1NCCN1Cc1ccccc1F	·	7	·	·	-2	-6	-17	-4
CC[n+]1c(-c2ccc(C)cc2)csc1Nc1c(C)n(C)n(-c2ccccc2)c1=O	18	-9	-0.1	9	1	3	-2	-6
CC(C)(C)c1ccc(CC(=O)N2CCC2(C)C(=O)NS(=O)(=O)c2ccccc2)cc1 (stereo not given)	-4	-1	-0.5	5	·	-7	5	·
COc1ccccc1CNC(=O)C[C@@H]1C[C@H]2c3cc(NC(=O)C4CCOCC4)ccc3O[C@H]2[C@@H](CO)O1	-1	4	0.2	-1	-5[16.7 µM]	-5	9	2
CN1C[C@@H](O)COC[C@@H]2O[C@H](CC(=O)N3CCN(c4ccccc4)CC3)CC[C@H]21	-12	2	0.0	4	9[16.7 µM]	2	-1	3
Cc1ccc(SCCNC(=O)c2ccc([N+](=O)[O-])c(C)c2)cc1	-10	-1	0.1	2	-3	2	-4	-6
OCCn1c(SC2CCCCC2)nc2ccccc21	·	-4	·	·	-14	2	-4	-1
Cc1ccccc1NC(=O)Nc1ccccc1C(=O)NCc1ccccc1	·	-5	·	·	0	1	5	-3
Nc1cccc2nc3ccccc3cc12	·	-1	·	·	-51	3	106*	21
NCC[C@@H]1CC[C@@H](NC(=O)NC2CCCCC2)[C@@H](CO)O1	4	-1	-0.1	-1	·	1	-8	10
COc1ccc(NC(=O)CSc2nncn2C)cc1OC	·	-6	·	·	-1	0	0	4
Cc1onc(-c2ccccc2)c1C(=O)Nc1ccc2c(C)cc(=O)oc2c1	·	-1	·	·	2	0	-12	2
O=C(COc1ccccc1)N=C1SC2CS(=O)(=O)CC2N1c1cccc(F)c1 (stereo not given)	-6	6	·	-3	2	22	-10	-1
CCCCCn1c2nc3ccccc3nc2c2c(=O)n(CC(C)C)cnc21	·	-2	·	·	-3	-2	-5	6
Cc1noc(C)c1NC(=O)N(C)C[C@H]1Oc2ccc(NC(=O)Nc3ccc4c(c3)OCO4)cc2CC(=O)N([C@@H](C)CO)C[C@H]1C	8	5	-0.1	-1	5[16.7 µM]	3	-3	-2
Nc1ccccc1SC(CC(=O)c1ccccc1)c1cccc([N+](=O)[O-])c1 (stereo not given)	-9	5	-0.6	-1	-1	-1	1	-11
Cc1ccc(S(=O)(=O)N2CCC(=O)N(C(COCc3cccc(C)c3)C(C)C)CC2)cc1 (stereo not given)	·	1	-0.1	·	-5	1	-2	-6
CC1(NC(=O)c2ccccc2)CCN(CCCc2ccccc2)C1=O (stereo not given)	-13	3	0.0	2	-6	0	1	-3
O=C(Cc1ccc(S(=O)(=O)N2CCOCC2)s1)NC1CCCCC1	-8	-4	·	-1	-15	-6	-5	15
O=C(NCc1nnc(SC/C=C/c2ccccc2)o1)c1ccco1	·	-3	·	·	12	0	-10	-6
O=C(NN=C1CCCC1)c1cccc(Br)c1	-12	1	·	-2	4	1	-9	0
COC(=O)CN1C(=O)Nc2ccc(Br)cc2C1c1ccccc1Cl (stereo not given)	·	3	·	·	-2	-1	-19	6
CC(C)CC(OC(=O)c1ccco1)C(=O)NC1CCCC1 (stereo not given)	-10	-2	0.4	-1	-5	-1	3	·

Ordered by number of heavy atoms (falling): three of the compounds above
SMILES	RAD52 anneal inh	PglD inh	E-sel inducer	ERAP1 inh	miR122 inh	Cneo AK release	RAD54 inh	PGC1a acetyl inh
Cc1ccc(S(=O)(=O)N2CCC(=O)N(C(COCc3cccc(C)c3)C(C)C)CC2)cc1 (stereo not given)	·	1	-0.1	·	-5	1	-2	-6
CCCCCn1c2nc3ccccc3nc2c2c(=O)n(CC(C)C)cnc21	·	-2	·	·	-3	-2	-5	6
CC1(NC(=O)c2ccccc2)CCN(CCCc2ccccc2)C1=O (stereo not given)	-13	3	0.0	2	-6	0	1	-3

The list continues.
SMILES	RAD52 anneal inh	PglD inh	E-sel inducer	ERAP1 inh	miR122 inh	Cneo AK release	RAD54 inh	PGC1a acetyl inh
COc1ccc(OC)c(C=NNC(=O)NN=Cc2cc(OC)ccc2OC)c1	15	-1	·	3	-10	-2	-2	·
Cc1cc(N2C(=O)C(O)=C(C(=O)c3ccco3)C2c2ccc(Cl)cc2)no1 (stereo not given)	-21	0	·	2	0	-3	6	15
CC(=O)c1cccc(NC(=O)CSCc2ccccc2)c1	·	4	·	·	1	-1	6	9
COc1ccccc1OCC(=O)NNC(=O)c1ccc2c(=O)n3c(nc2c1)CCC3	-5	1	0.5	2	·	5	-2	·
O=C(NCc1ccccc1F)[C@@H]1[C@@H](CO)[C@@H]2Cn3c(cccc3=O)[C@@H]2N1CC1CC1	-1	1	0.1	-2	-2[16.7 µM]	-10	-2	·
COC(C[C@H](O)[C@@H](C)[C@@H](O)COCc1ccccc1)OC	-10	8	-0.1	2	12	9	-25	·
O=C(Cn1c(=O)oc2cc(S(=O)(=O)N3CCc4ccccc43)ccc21)NC1CCCC1	-30	5	·	·	-3	-1	-5	-12
CC(C)(C)c1ccc(OCC(=O)N/N=C/c2ccsc2)cc1	·	-3	·	·	-6	-1	1	-1
CCOC(=O)C1CCN(S(=O)(=O)c2c(C)n[nH]c2C)CC1	·	3	·	·	-6	2	-2	10
CC(C)c1ccc(N(CC(=O)NC(C)(C)C)C(=O)CCC(=O)Nc2nccs2)cc1	-8	-6	·	0	·	1	2	·
COc1ccc(N2CCN(c3ccc(N)cc3C#N)CC2)cc1	·	0	·	·	1	-2	0	21
Cc1cccc(NC(=O)c2ccc3c(c2)C(=O)N(c2ccccc2C)C3=O)n1	-9	8	-0.1	2	2	-4	9	-8
CCC(=O)N[C@H]1CC[C@@H](CC(=O)NCc2cc(F)cc(F)c2)O[C@H]1CO	-6	1	-0.5	0	-4[16.7 µM]	0	-7	-8
Cc1onc(-c2ccccc2Cl)c1C(=O)OCc1nnc(-c2ccccc2)o1	-36	3	·	1	8	-5	-3	-14
COCCC(=O)N1CCC(Oc2ccc(C(=O)N3CCCCC3CCO)cc2)CC1 (stereo not given)	4	3	-0.1	5	·	3	-3	·
Cc1ccc(OCC(=O)Oc2ccc(C(C)C)cc2)cc1	5	6	0.1	-6	6	-3	-10	14
CC1CCN(S(=O)(=O)c2ccc3nc(-c4ccccn4)cc(C(=O)NCCN(C)Cc4ccccc4)c3c2)CC1	-17	·	1.7	4	·	·	·	-2
O=C(CSc1nnc(NC(=O)c2ccccc2F)s1)NCc1ccc(F)cc1	-8	-3	1.9	-4	-7	-1	11	-4
CCCC#Cc1ccc([C@H]2[C@@H](CO)N3CCCCN(CC4CC4)C[C@H]23)cc1	53*	4	·	0	-22[16.7 µM]	1	4	-15
Cc1ccc(NC(=S)N(CCCN2CCCC2)Cc2cccn2Cc2ccc(Cl)cc2)cc1	12	3	-0.3	·	-7	38	4	-54
C[C@H](CO)N1C[C@H](C)[C@H](CN(C)CC2CC2)OCc2ccccc2-c2ccccc2C1=O	12	-3	-7.3	-2	·	-1	11	7
Cc1cc2c(cc1S(=O)(=O)N(C)C1CCCCC1)OCC(=O)N2	-9	4	-0.9	7	4	3	-22	-12
C[C@H]1CN([C@@H](C)CO)C(=O)Cc2cc(NS(C)(=O)=O)ccc2O[C@@H]1CN(C)C	-1	-3	-0.1	0	-6[16.7 µM]	6	16	2
C[C@H](CO)N1C[C@H](C)[C@H](CN(C)S(=O)(=O)c2ccc(Cl)cc2)Oc2ccc(NS(C)(=O)=O)cc2CC1=O	-9	-1	13	2	-2[16.7 µM]	0	2	8
Cc1cc(C(=O)Nc2c(F)cc(F)cc2Br)n(-c2ccccc2)n1	-10	2	-0.2	-1	-5	-1	-3	-1
C[C@@H]1CCCCO[C@H](CN(C)C(=O)CCCN(C)C)[C@H](C)CN([C@@H](C)CO)C(=O)c2cc(NC(=O)Nc3ccccc3)ccc2O1	16	-2	-0.1	0	6[16.7 µM]	-1	14	-4
Cc1ccc(C(=O)COC(=O)c2ccco2)cc1C	-1	0	3.1	-2	3	-6	7	5
COc1ccc(CCNC(=O)Cn2c(=O)cnc3ccccc32)cc1	·	-4	·	·	0	-1	7	10
CCOC(=O)c1c(NC(=O)CN2C(=O)NC3(CCC(C)CC3)C2=O)sc(C)c1-c1ccc(C)cc1 (stereo not given)	·	6	-0.3	·	-4	0	3	-5
CN(C)S(=O)(=O)c1ccc(NC(=O)c2ccc([N+](=O)[O-])cc2)cc1	1	2	0.2	-5	0	0	3	3
Fc1ccc(C2CC(c3ccccc3)Nc3ncnn32)cc1 (stereo not given)	-8	5	-0.2	·	4	4	0	6
O=C(Nc1ccc(-n2cnnn2)cc1)c1cccc(S(=O)(=O)N2CCCC2)c1	-18	7	·	0	-1	-2	-2	-27
C/C(=N\NC(=O)C(O)c1ccccc1)c1ccc(Br)s1 (stereo not given)	-13	-1	0.4	0	84	-1	19	5

High-throughput results: PubChem, Broad Institute
